LmPK inh = blocks Leishmania mexicana pyruvate kinase activity; Q27686; purified LmPK, Kinase-Glo ATP luminescence, 1 h; Potency, µM (doses to about 57.5 µM), inactives show at the highest dose activity change, negative = inhibition, most hits filed as inhibitors; 0.37% of 290,000 active; AID 1721; further: potency means the concentration at half of the fitted maximal effect
Target sequence (Q27686 whole entry, looked up): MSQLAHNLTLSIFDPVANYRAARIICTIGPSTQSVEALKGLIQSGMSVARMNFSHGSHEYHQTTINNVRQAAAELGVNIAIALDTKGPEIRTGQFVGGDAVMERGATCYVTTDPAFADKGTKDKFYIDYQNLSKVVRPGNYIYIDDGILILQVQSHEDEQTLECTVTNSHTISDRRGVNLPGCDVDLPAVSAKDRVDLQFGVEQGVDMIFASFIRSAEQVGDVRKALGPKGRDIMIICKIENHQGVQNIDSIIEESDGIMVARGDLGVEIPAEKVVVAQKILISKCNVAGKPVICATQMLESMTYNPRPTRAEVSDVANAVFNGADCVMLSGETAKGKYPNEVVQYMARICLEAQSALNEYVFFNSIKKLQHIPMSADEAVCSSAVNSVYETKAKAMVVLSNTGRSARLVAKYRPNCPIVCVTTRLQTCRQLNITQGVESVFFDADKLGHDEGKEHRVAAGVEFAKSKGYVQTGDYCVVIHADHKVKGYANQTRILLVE
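qHTS format; LmPK 0.1 nM; substrates PEP 0.5 mM and ADP 0.1 mM. One-hour room-temperature incubation, then coupled luciferase luminescence; 0.5 nM enzyme wells mark activation.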
HCV inhibitor = inhibitors of hepatitis C virus infection | 3.4% of 340,000 active | Huh7.5.1 HCVcc-Cre infection, luciferase reporter, 44 h | Potency, µM (titrated, usually from 41.8 µM), inactives show at the top dose activity change, negative = inhibition, actives largely listed as inhibitors; further: potency means the concentration at half of the fitted maximal effect
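Cells seeded at 1,000/well and cultured 4 h, then compounds added followed by HCVcc-Cre virus (~0.5 moi). After 44 h further culture, luciferase substrate was added, plates held 15 min at room temperature, and luminescence read for 15 sec.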
AMA1 RON2 block = AMA1-RON2 (P. falciparum) interaction inhibition. AID 720542. 0.2% of 360,000 active. AlphaScreen AMA1-biotinylated RON2 peptide binding. Potency, µM (highest dose often 58.2 µM), inactives show top-dose activity change, negative = inhibition, hits mostly inhibitors;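 further: potency means the concentration at half of the fitted maximal effect; 0% = vehicle wells and -100% = peptide control; nearly all actives have a fitted effect of over 45% in size; some results filed as inactive show a strong effect at the top dose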
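AMA1 (3D7) with his tag at 25 nM final met compounds first, then biotinylated RON2 peptide at 25 nM; detection used donor plus acceptor beads, 10 µg/mL apiece, read by AlphaScreen after 30 min at room temperature.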
Tb PYK inh = inhibitors of Trypanosoma brucei pyruvate kinase; Q57TT1; TbPYK enzyme, Kinase-Glo Plus ATP luminescence, 45 min; 0.12% of 410,000 active; Potency, µM (series often up to 76.8 µM), without a hit: at the highest dose activity, negative = inhibition, usual class: inhibitors; further: potency means the concentration at half of the fitted maximal effect; nearly all actives have a fitted effect of over 50% in size
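Assay buffer: 50 mM TEA pH 7.2, 100 mM KCl, 10 mM MgCl2, 0.05% BSA, 0.01% Tween-20. Pyruvate kinase from T. brucei plus substrate met compound, then ADP (130 uM final). Luminescence was read post 45 min RT.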
HCMV inh = blocks human cytomegalovirus replication; HFF cells, HCMV-luciferase reporter, 72 h; hits give low values; activity change, negative = inhibition, % at 57.5 µM; 4.5% of 410,000 active; AID 1259415; in the data active means activity change below about -60%; inconclusive means no clear call, values can overlap the other calls; inactive means above about -39%
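After 16 h attachment at 37C, HFF cells received test compound and HCMV-luciferase (1 PFU/cell); reporter luminescence read 72 h later, data normalized against buffer-only and known inhibitor Salinomycin.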
AmpC no deterg = AmpC beta-lactamase inhibition without detergent; P00811; AmpC nitrocefin hydrolysis, absorbance 480 nm, 0.0001% Triton; Potency, µM (highest dose often 57.1 µM), for the others: at the highest dose activity change, negative = inhibition, usual class: inhibitors; 0.52% of 330,000 active;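 further: potency means the concentration at half of the fitted maximal effect; plate controls were no compound for no effect and no enzyme for full effect; nearly all actives have a fitted effect of over 20% in size; some results filed as inactive show a strong effect at the top dose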
Target sequence (P00811 whole entry, looked up): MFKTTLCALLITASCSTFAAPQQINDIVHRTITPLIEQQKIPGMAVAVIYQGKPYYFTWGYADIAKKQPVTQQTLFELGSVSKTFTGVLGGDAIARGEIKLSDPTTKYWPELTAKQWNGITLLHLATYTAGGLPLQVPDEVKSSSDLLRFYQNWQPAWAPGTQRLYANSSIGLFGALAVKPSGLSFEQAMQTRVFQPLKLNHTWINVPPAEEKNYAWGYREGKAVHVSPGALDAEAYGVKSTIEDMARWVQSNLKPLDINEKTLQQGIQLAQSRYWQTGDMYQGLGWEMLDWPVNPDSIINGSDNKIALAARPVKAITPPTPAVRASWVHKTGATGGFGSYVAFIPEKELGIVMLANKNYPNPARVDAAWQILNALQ
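20 mM phosphate pH 7.0 + 0.01% (detergent screen) or 0.0001% Triton X-100; 5.3 nM AmpC reagent; cpd preinc 15 min RT; nitrocefin (800 uM stock) to start; A480 q20 s × 4 min; Activity was normalised to no-enzyme and no-compound control wells.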
AmpC detergent = AmpC beta-lactamase inhibition with detergent present; 0.041% of 370,000 active; AmpC hydrolysis of nitrocefin, absorbance 480 nm, 0.01% Triton; Potency, µM (top dose mostly 114 µM), for inactives: top-dose activity change, negative = inhibition, hits mostly inhibitors;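 further: potency means the concentration at half of the fitted maximal effect; 0% = no-compound wells and -100% = no-enzyme wells; nearly all actives have a fitted effect of over 25% in size; some results filed as inactive show a strong effect at the top dose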
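20 mM phosphate pH 7.0 + 0.01% (detergent screen) or 0.0001% Triton X-100; 5.3 nM AmpC reagent; cpd preinc 15 min RT; nitrocefin (800 uM stock) to start; A480 q20 s × 4 min; Activity was normalised to no-enzyme and no-compound control wells.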
Active calls of the source: *; ? = inconclusive; / = no result given; [ ] = dose if it differs, or a comment. Unless noted, the call rests on the fitted dose curve; in most records, active means well fitted curve in the direction sought with a large enough effect; inconclusive means small, poorly fitted or top-dose-only effect, or another doubt; inactive means no such curve, though single readings can be large; an effect the other way counts as inactive or inconclusive. Unless noted, on the % scale 0 is the no-effect control and ±100 the full control effect.

[1] COC(=O)c1cc2nc(-c3ccccc3)cc(C(F)(F)F)n2n1
[2] C/C(=N/NC(=O)C1CC1(c1ccccc1)c1ccccc1)c1cccs1 (stereo not drawn)
[3] CN1OC[C@@H]2CN(C(=O)c3cccnc3)[C@H](c3ccc(N4CCCCC4)cc3)C[C@@H]21
[4] CCOC(=S)SCC(=O)N1CCc2ccccc2C1C1C(=O)CCCC1=O (stereo not drawn)
[5] CC(C)C[C@H](NC(=O)c1nc[nH]c1C(=O)NC1CCN(C(=O)OC(C)(C)C)CC1)C(=O)OCc1ccccc1
[6] O=C(Cc1ccc(Cl)cc1)Nc1ccc(-c2nnc(-c3ccco3)o2)cc1
[7] COc1ccc(CC(=O)NNS(=O)(=O)c2ccc3ccccc3c2)cc1OC
[8] Cc1nn(C(C)C(=O)N2CCN(c3ccccn3)CC2)c(=O)c2cc3occc3n12 (stereo not drawn)
[9] COc1cccc(OCc2cc(/C=N/NC(=O)c3ccn[nH]3)ccc2OC)c1
[10] O=C(Nc1cccnc1)C1CCCN(S(=O)(=O)c2cccc3nsnc23)C1 (stereo not drawn)

compound no. | 1 | 2 | 3 | 4 | 5 | 6 | 7 | 8 | 9 | 10
LmPK inh | -7% | 2% | / | 0% | 3% | -2% | 6% | -5% | 3% | 11%
HCV inhibitor | ? | -8% | / | 5% | ? | ? | 24% | 9% | -10% | -26%
AMA1 RON2 block | 8% | -2% | 21% | 27% | 122%[activator] | ? | -11% | -5% | 103%[activator] | -10%
Tb PYK inh | -1% | -3% | -8% | -7% | -7% | 5% | 6% | 2% | 1% | 7%
HCMV inh | -14 | -28 | 1 | 13 | 15 | 1 | -4 | 21 | -22 | -28
AmpC no deterg | -12% | -37% | / | -22% | 96%[activator] | -17% | -20% | / | -47% | -11%
AmpC detergent | 1% | -8% | / | 1% | 13% | -7% | ? | 3% | 3% | -4%

The final 3 entries of the section above come first, to join the parts.
[8] Cc1nn(C(C)C(=O)N2CCN(c3ccccn3)CC2)c(=O)c2cc3occc3n12 (stereo not drawn)
[9] COc1cccc(OCc2cc(/C=N/NC(=O)c3ccn[nH]3)ccc2OC)c1
[10] O=C(Nc1cccnc1)C1CCCN(S(=O)(=O)c2cccc3nsnc23)C1 (stereo not drawn)
[11] Cc1ccc2c(c1)C=CC(C)N2C(=O)c1ccccc1 (stereo not drawn)
[12] CN(C)/C=N/c1c(C#N)cnn1-c1nc2ccccc2s1
[13] O=C(O)c1ccc(CNC(=O)C2CCN(S(=O)(=O)c3cccs3)CC2)cc1
[14] COc1cccc(/C=C/C(=O)c2cccc([N+](=O)[O-])c2)c1
[15] COC(=O)c1ccc(C(NC(=O)OCc2ccccc2)/C(C)=C/[C@@H](C)C(=O)NCc2ccc(-c3ccccc3)cc2)cc1 (stereo partly drawn)
[16] CC(=O)O[C@H]1CC[C@@]2(C)C(=CC[C@H]3[C@@H]4CC[C@H](C5(C)OCCO5)[C@@]4(C)CC[C@@H]32)C1
[17] CCOc1cc(CNC(=O)C2COc3ccccc3C2)cc(OCC)c1OCC (stereo not drawn)
[18] CC(C)(C)CC(C)(C)NC(=S)Nc1ccc(S(=O)(=O)N2CCOCC2)cc1
[19] CCN(CC)CCCn1c(=S)[nH]c2ncccc2c1=O
[20] Cc1ccc(S(=O)(=O)N2CCOCC2)cc1NC(=O)COC(=O)C1COc2ccccc2O1 (stereo not drawn)

compound no. | 8 | 9 | 10 | 11 | 12 | 13 | 14 | 15 | 16 | 17 | 18 | 19 | 20
LmPK inh | -5% | 3% | 11% | -7% | 2% | / | -8% | 1% | / | / | -2% | -2% | 6%
HCV inhibitor | 9% | -10% | -26% | -18% | 0% | / | 13% | -4%[8.37 µM] | 3% | / | 10% | 14% | 14%
AMA1 RON2 block | -5% | 103%[activator] | -10% | -7% | -3% | 12% | ? | -1% | -2% | / | 36%[activator] | -17% | 0%
Tb PYK inh | 2% | 1% | 7% | 0% | 1% | 3% | 2% | 0% | -1% | 0% | -3% | -2% | 2%
HCMV inh | 21 | -22 | -28 | 61 | ? | 4 | 37 | / | / | 16 | 50 | 5 | 22
AmpC no deterg | / | -47% | -11% | 61%[activator] | -30% | / | -19% | ? | -16% | / | -29% | -14% | -4%
AmpC detergent | 3% | 3% | -4% | -18% | -7% | / | 3% | -14% | ? | 16% | ? | ? | -1%

[21] O=S1(=O)CC(N2CCN(CC3CC3)CC2)CN1Cc1ccccc1 (stereo not drawn)
[22] O=C(Nc1ccc(Oc2cccnc2)cc1)C1CCN(Cc2ccccc2F)CC1
[23] CSc1ccc(Cl)c(C(=O)NCCOc2cc(C(C)C)ccc2C)c1
[24] Cc1cc(=O)[nH]c(SCCOc2cccc(C(F)(F)F)c2)n1
[25] CC(C)c1ccccc1NC(=O)Cn1cnc2c1c(=O)n(C)c(=O)n2C
[26] CCS(=O)(=O)Nc1ccc(C(=O)NCCSc2ccccc2)cc1
[27] Cn1ccc2c(-c3ccc(C(=O)O)cc3)cc3c(c21)C1CCC3C1 (stereo not drawn)
[28] COc1ccc2nc(C)cc(Nc3ccc(N4CCOCC4)cc3)c2c1
[29] COC(=O)C(c1ccccc1)C(CC(=O)c1ccccc1)c1ccccc1 (stereo not drawn)
[30] Cc1ccccc1OCC(O)CN1CCN(CC(O)COc2ccccc2C)C(C)C1 (stereo not drawn)

compound no. | 21 | 22 | 23 | 24 | 25 | 26 | 27 | 28 | 29 | 30
LmPK inh | / | 2% | 2% | 6% | / | 8% | / | 0% | / | -3%
HCV inhibitor | / | ? | -3% | 9% | / | -24% | / | ? | / | -16%
AMA1 RON2 block | -3% | 3% | 9% | 12% | / | 0% | -1% | -15% | -7% | -24%
Tb PYK inh | -2% | -8% | -1% | -7% | -8% | 7% | 2% | 2% | 3% | 39%[activator]
HCMV inh | -12 | -31 | -18 | 47 | 11 | 50 | 43 | -86* | 3 | 23
AmpC no deterg | / | 2% | -6% | -13% | / | -20% | / | -7% | / | 159%[activator]
AmpC detergent | / | 3% | -12% | -14% | 12% | ? | / | ? | / | 2%

[31] O=[N+]([O-])c1nn(-c2ccc(Cl)cc2)n(O)c1=NCc1cccnc1
[32] Oc1ccc(Br)cc1Cn1nnc2ccccc21
[33] O=C(c1ccc2c(c1)OCO2)N1CCN(c2ccc(F)cc2)CC1
[34] COc1ccc(-n2nnnc2CNC(=O)c2ccc3c(c2)OCO3)cc1
[35] Cc1cccc(NC(=O)Nc2cc(C)on2)c1
[36] CC(=O)N1c2ccc(S(=O)(=O)NCCC(=O)Nc3ccc(C)c(Cl)c3)cc2CC1C (stereo not drawn)
[37] Cc1ccc(-c2nc3c4ccccc4ccn3c2Cc2cccc(Cl)c2)cc1
[38] CC(=O)Nc1cccc(-c2ccnc3c2CC(C)(C(=O)Nc2cccc(Oc4ccccc4)c2)O3)c1 (stereo not drawn)
[39] CSCCC(NS(=O)(=O)c1ccccc1F)C(=O)NCc1ccncc1 (stereo not drawn)
[40] O=C1CC(/C=C/c2ccc(Cl)cc2)=Nc2ccccc2N1

compound no. | 31 | 32 | 33 | 34 | 35 | 36 | 37 | 38 | 39 | 40
LmPK inh | -1% | -7% | 1% | / | 0% | -5% | / | / | / | 0%
HCV inhibitor | ? | -7% | 3% | -17% | -16% | -17% | / | / | 17% | ?
AMA1 RON2 block | -9% | -3% | -3% | 8% | 1% | 10% | -9% | 0% | 0% | 5%
Tb PYK inh | -2% | 2% | 7% | -2% | -3% | -1% | -4% | 1% | 2% | 3%
HCMV inh | 2 | -5 | -26 | 14 | 52 | -22 | 54 | -27 | -18 | -91*
AmpC no deterg | 0% | -38% | -15% | -7% | / | -7% | / | / | -10% | -33%
AmpC detergent | -14% | ? | -4% | -18% | 1% | 1% | / | / | -12% | 1%

Quoted at random: 7 records from the list.
[34] COc1ccc(-n2nnnc2CNC(=O)c2ccc3c(c2)OCO3)cc1
[39] CSCCC(NS(=O)(=O)c1ccccc1F)C(=O)NCc1ccncc1 (stereo not drawn)
[33] O=C(c1ccc2c(c1)OCO2)N1CCN(c2ccc(F)cc2)CC1
[31] O=[N+]([O-])c1nn(-c2ccc(Cl)cc2)n(O)c1=NCc1cccnc1
[35] Cc1cccc(NC(=O)Nc2cc(C)on2)c1
[36] CC(=O)N1c2ccc(S(=O)(=O)NCCC(=O)Nc3ccc(C)c(Cl)c3)cc2CC1C (stereo not drawn)
[37] Cc1ccc(-c2nc3c4ccccc4ccn3c2Cc2cccc(Cl)c2)cc1

compound no. | 34 | 39 | 33 | 31 | 35 | 36 | 37
LmPK inh | / | / | 1% | -1% | 0% | -5% | /
HCV inhibitor | -17% | 17% | 3% | ? | -16% | -17% | /
AMA1 RON2 block | 8% | 0% | -3% | -9% | 1% | 10% | -9%
Tb PYK inh | -2% | 2% | 7% | -2% | -3% | -1% | -4%
HCMV inh | 14 | -18 | -26 | 2 | 52 | -22 | 54
AmpC no deterg | -7% | -10% | -15% | 0% | / | -7% | /
AmpC detergent | -18% | -12% | -4% | -14% | 1% | 1% | /

Next structures.
[41] CCC(C)NC(=O)c1[nH]c2cc(C)ccc2c1Sc1ccc(Cl)cc1 (stereo not drawn)
[42] COc1ccc(NS(=O)(=O)c2cccc(C(=O)N3CCN(S(=O)(=O)c4ccccc4)CC3)c2)cc1
[43] Clc1ccc(-c2cnc3cccnn23)cc1
[44] Cc1ccc(OCC(=O)Nc2ccc(S(=O)(=O)NC3=NCCCCC3)cc2)cc1
[45] Cc1ccc(OCCN2CCN(C(=O)CCC(=O)Nc3nnc(C)s3)CC2)cc1
[46] O=C(NCCS(=O)(=O)c1ccc(Br)cc1)c1ccccc1Cl

compound no. | 41 | 42 | 43 | 44 | 45 | 46
LmPK inh | / | / | / | / | -4% | 0%
HCV inhibitor | / | 10µM* | / | / | 9% | 8%
AMA1 RON2 block | / | 43%[activator] | 37%[activator] | -2% | 5% | 13%
Tb PYK inh | 4% | 2% | 5% | -10% | -5% | -12%
HCMV inh | 11 | 17 | 10 | -12 | -101* | 38
AmpC no deterg | / | / | / | / | -9% | -14%
AmpC detergent | 2% | / | / | / | -1% | 3%
